AID inh = activation induced cytidine deaminase inhibition | Q9GZX7 | AID deamination FRET fluorescence, UDG-coupled, 4 h | Potency, µM (titrated, usually from 115 µM), for the others: top-dose activity change, negative = inhibition, most hits filed as inhibitors | 0.32% of 91,000 active | AID 1347428; also: nearly all actives have a fitted effect of over 25% in size
Target sequence (Q9GZX7 whole entry, looked up): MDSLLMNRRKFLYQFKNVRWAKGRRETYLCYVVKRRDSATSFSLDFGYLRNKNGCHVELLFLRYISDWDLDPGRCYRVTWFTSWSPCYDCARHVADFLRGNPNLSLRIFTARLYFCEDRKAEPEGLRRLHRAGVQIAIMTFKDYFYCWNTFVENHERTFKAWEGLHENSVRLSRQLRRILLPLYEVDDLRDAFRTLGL
UDG counter = counter-screen for AID inhibitors: uracil-DNA glycosylase inhibition; FRET deamination/UDG coupled assay, UDG read, 4 h; Potency, µM (highest dose often 115 µM), for inactives: at the top dose activity change, negative = inhibition, usual class: inhibitors; 0.14% of 91,000 active; AID 1347430; also: nearly all actives have a fitted effect of over 65% in size
Active calls of the source: *; u = inconclusive; & = joins results of further samples; [ ] = another dose, or the depositor's remark. Calls follow the shape of the dose curve; as a rule, active = well fitted curve in the direction sought with a large enough effect; inconclusive = small, poorly fitted or top-dose-only effect, or another doubt; inactive = no such curve, though single readings can be large; an effect the other way counts as inactive or inconclusive. % is scaled to controls: 0 for no effect and ±100 for the full control effect; potency is read from the fitted curve at half-maximal effect. This is a subset, so the mix of outcomes need not match the whole.

Values run as follows: AID inh | UDG counter
1. COc1ccc(OC)c(NS(=O)(=O)c2ccc(-c3cc(C)no3)s2)c1
→ 83%[activator] | -27%
2. O=S(Cc1ccccc1)Cc1c(Cl)cccc1Cl (stereo not drawn)
→ -2% | 3%
3. CC(=O)N(C)c1ccc(NC(=O)CCC2CCCC2)cc1
→ 4% | -4%
4. Cc1ccc2c(CC(=O)Nc3cccc(C(F)(F)F)c3)coc2c1
→ u | -14%
5. Cc1nc(CN2CCN(S(=O)(=O)c3ccccc3Cl)CC2)cs1
→ 9% | -5%
6. CCC(=O)Oc1ccc(/C=C(\C#N)c2nc3ccccc3[nH]2)cc1OC
→ -5%&3% | -15%&23%
7. CC(=O)N1CCC2(CC1)OC(=O)C(C)=C2C(=O)Nc1ccccc1C(F)(F)F
→ 8% | -25%
8. CC(=O)Nc1ccc(CC(=O)Nc2cccc3cccnc23)cc1
→ u | -11%
9. COc1ccc(C)cc1NC(=O)NCc1cccn1Cc1ccccc1
→ 6% | 9%
10. O=C(Nc1ccc2oc(-c3cccnc3)nc2c1)c1ccc(Br)cc1
→ 19%[57.5 µM] | -3%[57.5 µM]
11. Cc1cccc(Cn2c(CNS(=O)(=O)c3ccc(Cl)s3)nc3cccnc32)c1
→ 2% | 6%
12. Cc1ccc(-n2c(Cc3ccccc3)nnc2SCc2nc(-c3cccs3)no2)cc1
→ u | u
13. O=C(c1cc2ccccc2[nH]1)N(Cc1cccc(Br)c1)C1CC1
→ -2% | -9%
14. Cc1cc(C(=O)NC(C)c2cccc(OC(F)F)c2)sc1C (stereo not drawn)
→ 7% | 10%
15. CCOc1ccc(Nc2oc(COc3ccc(Cl)cc3)nc2C#N)cc1
→ -20% | -8%
16. COc1cccc(Cn2c(CNS(=O)(=O)c3ccc(F)c(Cl)c3)nc3cccnc32)c1
→ 23% | 4%
17. NCCC12CC3CC(CC(C3)C1)C2
→ 2% | -6%
18. COc1cc2[nH]c(=O)n(Cc3ccc(C(=O)NCc4ccccc4)cc3)c(=O)c2cc1OC
→ 13% | -10%
19. CC(=O)c1ccc(NC(=O)Cn2nc(C(F)(F)F)c3c2CCCC3)cc1
→ 10% | 5%
20. Cc1ccccc1Cn1c2ccccc2c2cnn(CC(=O)NCCCc3ccccc3)c(=O)c21
→ -8% | -10%[57.5 µM]
21. O=C(CCCc1c[nH]c2ccccc12)NCc1ccccc1F
→ -6% | -15%
22. C=CCNc1nc2c(c(=O)n(C)c(=O)n2C)n1CCC(C)C
→ -6% | -13%
23. O=C(NC1CCCCCC1)c1ccc(CS(=O)c2ccc(Br)cc2)o1 (stereo not drawn)
→ -8% | -9%
24. CC(C)CCNC(=O)CCn1c(=O)c2cccn2c2cccnc21
→ -10% | 11%
25. Cc1ccc(NS(=O)(=O)c2ccc(-c3cnc(C4CC4)o3)cc2)cc1N(C)C
→ 26% | -11%
26. CC(=O)c1cccc(NC(=O)C(CC(C)C)NS(=O)(=O)c2ccc3c(c2)CCN3C(C)=O)c1 (stereo not drawn)
→ 9% | u
27. CCCN(CCC)C(=O)Cn1c(SCc2cccc(F)c2)nc2cccnc21
→ -20% | -3%[57.5 µM]
28. Cc1cccc(CSc2nc3ccncc3n2CC(=O)N(C)C2CCCCC2)c1
→ -6% | -4%
29. CN(Cc1ccccc1)C(=O)c1cc(=O)c2ccccc2o1
→ 0% | 4%
30. CCc1c(C)sc(NC(=O)CCC(=O)O)c1C(=O)NC1CC1
→ 2% | -2%
31. CCCCN(CC)c1nc(-c2ccccc2F)nc2ccccc12
→ -22% | 1%
32. COc1cc(C=O)c(OC)cc1Br
→ -2% | 8%
33. Cc1[nH]c2ccc(C(=O)N3CCC(C(N)=O)CC3)cc2c1C
→ -8% | 6%
34. Cc1ccccc1NC(=O)C(Sc1ccccc1)c1ccccc1 (stereo not drawn)
→ 1% | -2%
35. CCN(Cc1nc(-c2ccc(OC)c(OC)c2)no1)C(=O)Nc1ccc(C)cc1
→ -5% | -6%
36. CCOC(=O)c1c(S(=O)(=O)NCC(=O)Nc2ccc(C)c(N(C)C)c2)c(C)n(C)c1C
→ 21% | 31%[activator]
37. CCCCN1CCC(n2c(=O)[nH]c3ccccc32)CC1
→ 3% | 1%
38. COc1ccc(-n2nnc(-c3nc(-c4ccc5c(c4)OCO5)no3)c2C)cc1Cl
→ -2% | -12%
39. Clc1cccc(-c2nc3ccccn3c2Nc2ccc3c(c2)OCCO3)c1
→ 107%[activator] | u
40. O=C(O)c1cc(C2CC2)nc2c1cnn2-c1ccc(F)cc1
→ 2% | 5%
41. Cc1nc2c(C(=O)NCCc3ccc(Cl)cc3)cnn2c(C)c1Cc1c(F)cccc1Cl
→ -14% | -1%
42. COc1ccc(S(=O)(=O)NCCc2csc3nc(-c4cccc(C)c4)nn23)cc1F
→ 7% | 4%[57.5 µM]
43. CC(=O)N1CCN(c2nc3c(F)cc(F)cc3s2)CC1
→ 10% | -11%
44. N#Cc1ccccc1OCC(=O)NCc1ccccc1
→ -2% | -3%
45. C(=N\N=C(c1ccccc1)c1ccccc1)/c1cn[nH]c1-c1ccccc1
→ -4% | -3%
46. CC(=O)Nc1ccc(NC(=O)CCc2c(C)nc3c(c(C)nn3-c3ccccc3)c2C)cc1
→ -11% | -14%[57.5 µM]
47. COC(=O)COc1ccc2c(=O)c(Oc3ccc(C(=O)OC)cc3)c(C)oc2c1
→ -14% | -3%
48. CN(C)c1ccc(Nc2nc3ccccc3n3nnnc23)cc1
→ 35%[activator] | -3%
49. COc1ccc(NC(=O)c2ccc(-c3nc(CSc4ccccc4)c(C)o3)cc2)cc1OC
→ 53%[activator] | 15%
50. O=C(/C=C/c1ccccc1OCc1cccnc1)c1ccc(O)cc1
→ 6% | 4%
51. COc1cc(C(=O)CCN(C)C)cc(OC)c1OC
→ 14% | -5%
52. COc1ccc(NC(=O)COC(=O)c2ccc3ccccc3n2)c(OC)c1
→ 8% | 14%
53. CC(NC(=O)CCSCc1ccccc1F)c1ccccc1 (stereo not drawn)
→ 15% | -3%[57.5 µM]
54. Cc1ccc(OCc2ccc(C(=O)Nc3cccc(C)c3)cc2)cc1
→ -11% | -12%
55. CCOC(=O)C1=C(CS(=O)(=O)c2ccc(C)c(C)c2)NC(=O)NC1c1ccccc1OCC (stereo not drawn)
→ -28% | -8%
56. CCC(C(=O)Nc1sc2c(c1C#N)CCCC2)n1cnc2c1c(=O)n(C)c(=O)n2C (stereo not drawn)
→ -9% | 1%
57. Nc1nccnc1C(=O)NCc1cccc(Cl)c1
→ -9% | -2%
58. CCC1c2ccsc2CCN1C(=O)COc1ccc2ccc(=O)oc2c1 (stereo not drawn)
→ -9% | -4%
59. CN=C(NC#N)NCCSCc1nc[nH]c1C
→ -2% | 6%
60. CCOc1ccc(NC(=O)CSc2nc3ccccc3nc2N2CCCC2)cc1
→ -1% | 5%

(next part)
Values run as follows: AID inh | UDG counter
61. COc1ccccc1/C=C/C(=O)c1ccc(OCc2ccccc2)cc1OCc1ccccc1
→ -11% | -9%
62. O=C(CCSCc1ccc(Cl)cc1)N1CCN(c2ccccc2F)CC1
→ u | -9%
63. N#Cc1ccc(/C=C/C(=O)c2cccc(N3CCOCC3)c2)cc1
→ -9% | 1%
64. Cc1nn(C)c2c(=O)n(CC(=O)NCc3ccccc3)ccc12
→ -13% | -3%
65. COCCCNC(=O)c1cnc2c(-c3ccc(F)cc3)c(C)nn2c1C
→ 2% | -7%
66. Cc1oc2cc(OCC(=O)Nc3ccccc3F)ccc2c(=O)c1Oc1ccc(F)cc1
→ -12% | -10%
67. O=C(C1CCCCC1)N(Cc1cccnc1)c1nc2c(F)cccc2s1
→ -8% | 15%
68. CCOC(=O)c1nc(NCc2ccccc2OC)c2ccccc2n1
→ -1% | -8%
69. CCOC(=O)CNC(=O)N1[C@H](c2cccs2)[C@@H](C)C(=O)[C@@H](C)[C@@H]1c1cccs1
→ -26% | -5%
70. CCOC(=O)c1ccccc1NC(=O)c1c(-c2ccccc2)noc1C
→ -3% | 0%
71. O=C(CCc1nc(CN2CCN(S(=O)(=O)c3ccc(F)cc3)CC2)no1)N1CCCCC1
→ 38%[activator] | 6%
72. COc1cccc(C(=O)OCc2nc(N)c3ccccc3n2)c1OC
→ -4% | 1%
73. CCc1nc2nc(C)c(NC(=O)Nc3cccc(C(F)(F)F)c3)c(=O)n2[nH]1
→ -2% | -8%
74. CCc1nc(N2CCN(CCO)CC2)c(C#N)c2c1CCCC2
→ 2% | -2%
75. CC(C)CNc1nc(-c2ccc3c(c2)CCC(=O)N3)cs1
→ -12% | -1%
76. CC(=O)Oc1ccc2c(-c3ccc(F)cc3)noc2c1
→ 2% | 5%
77. COC(=O)c1sccc1S(=O)(=O)Nc1ccc(OC(F)(F)F)cc1
→ -1% | 11%
78. c1ccc(C(Nc2ccc3nnnn3n2)c2ccccn2)cc1 (stereo not drawn)
→ 2% | -3%
79. CCOc1ccc(C(=O)Nc2c(C(=O)c3ccccc3)oc3ccccc23)cc1
→ 7% | 2%
80. NC(=O)c1ccc(-c2nnn(CC(O)COCc3ccc(Cl)cc3)n2)cc1 (stereo not drawn)
→ 1% | 2%
81. COc1ccccc1-c1ccnc2c(-c3ccc(Br)cc3)c(C)nn12
→ 0% | -4%
82. O=C(NCc1cccnc1OCC(F)(F)F)c1ccc(Cl)o1
→ 0% | 4%
83. CC(=O)Nc1sccc1C#N
→ 7% | -5%
84. COc1ccc(-c2nc3ccccc3n3c(-c4ccc(OC)cc4)c4c(=O)n(C)c(=O)n(C)c4c23)cc1
→ 25%[57.5 µM] | -1%[57.5 µM]
85. N#Cc1ccccc1CSc1nnc(-c2ccccc2)o1
→ 7% | 12%
86. CCCCNC(=O)CC(c1ccccc1)c1ccccc1
→ -5% | 4%
87. COc1ccccc1NC(=O)Cn1c(=O)c(CNc2ccc(C)cc2)cc2cc3c(cc21)OCCO3
→ 24% | -6%
88. Cc1ccc(CNc2ncccc2C#N)cc1
→ 1% | -3%
89. Cc1ccc(NC(=O)Cn2cc3c(n2)CCCC3)cc1Cl
→ 16% | 1%
90. CC(CCc1ccccc1)NC(=O)Cn1c(=O)nc(-c2ccccc2F)c2cc(Cl)ccc21 (stereo not drawn)
→ 9% | 3%
91. O=C(COC(=O)CCC1CCCCC1)Nc1ccc2c(c1)OCO2
→ -2% | 3%
92. Cc1ccc(C(=O)/C=C/c2cn(CC(O)CN3CCc4ccccc43)c3ccccc23)cc1 (stereo not drawn)
→ -8% | -4%
93. Cc1ccccc1N=C1CCCc2ccccc21
→ 18% | 8%
94. Cc1c(-c2nnc(SCC(=O)Nc3ccc(Br)cc3)o2)nnn1-c1ccc(F)cc1
→ 12% | -3%
95. Cc1oc(-c2ccccc2)nc1Cn1cccc(C(F)(F)F)c1=O
→ -4% | 0%
96. COc1ccc(-c2cn3nc(SCC(=O)Nc4cccc(C)c4C)ccc3n2)cc1
→ -7% | 10%
97. CCCN1CCN(c2cc3c(cc2F)c(=O)c(S(=O)(=O)c2ccc(CC)cc2)cn3CC)CC1
→ u | -23%
98. CCc1ccc(NC(=O)C(NS(=O)(=O)c2cccs2)C(C)C)cc1 (stereo not drawn)
→ 4% | 9%
99. CCN(CC)Cc1nc2sc(C(=O)OC)c(C)c2c(=O)[nH]1
→ 38%[activator] | -1%
100. COc1ccc(C)cc1NC1(c2ccccc2)C(=O)c2ccccc2C1=O
→ 48%[activator] | 15%
101. CCC1CCCCN1CCCNC(=O)CN1C(=O)c2cccnc2Oc2ccc(Cl)cc21 (stereo not drawn)
→ -1% | 1%
102. O=C(Nc1ccc2c(c1)Cc1ccccc1-2)c1ccc2c(c1)OCCO2
→ 0% | -2%
103. CCCN1CCN(c2ncnc3sc(C(=O)Nc4ccc(C(C)C)cc4)c(C)c23)CC1
→ u | u
104. O=C(O)CN1CCC(C(=O)O)CC1
→ 3% | 2%
105. O=C(Nc1ccccc1C(=O)N1CCCCC1)c1nsc2ccccc12
→ -24% | -3%
106. CCN1CCN(c2oc(COc3ccc(OC)cc3)nc2C#N)CC1
→ 1% | 2%
107. COC(=O)c1sc(-c2ccccc2)cc1NC(=O)Nc1ccc(Cl)cc1
→ 0% | 1%
108. Cc1ccc(-c2n[nH]c(=O)c3ccccc23)cc1S(=O)(=O)N(C)C
→ -10% | 27%
109. Cc1ccc2[nH]c(=O)c3cc(C(=O)N(C)c4ccc(Br)cc4)sc3c2c1
→ -1% | u
110. CC(OC(=O)c1cncc(Br)c1)C(=O)C12CC3CC(CC(C3)C1)C2 (stereo not drawn)
→ -2% | -3%
111. O=C(NCc1ccccc1Cn1cccn1)c1cn[nH]c1-c1ccccc1
→ 5% | -3%
112. Cc1ccc(-c2csc(-c3nc(-c4ccc(Br)s4)cs3)n2)cc1
→ 2% | 7%
113. CCCOC(=O)c1cc(NC(=O)c2cccc(C)c2OC)ccc1N1CCOCC1
→ 2% | 2%
